Akt phos inh = HTS Assay for Inhibitors of Akt Phophorylation: Primary Screen | activity change, % for hits at 50 µM | AID 651550, 2012 | 360,000 compounds, 0.32% hits | Neuro2A IGF-stimulated pAkt S473 HTRF, 20 min; stronger effect = lower value; in the data active means activity change below about -80%; inconclusive means mostly about -51% to -80%; further: on the % scale 0 is the no-effect control and ±100 the full control effect
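Single-point screen (50 µM final compound) in Neuro2A cells stimulated 20 min with 6 nM IGF at 37 deg C. After lysis, Ser473-phosphorylated Akt read by HTRF (ex 330 nm, em 615/665 nm) as the 665/615 ratio.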
GLP1R inv ag = qHTS of GLP-1 Receptor Inverse Agonists (Inhibition Mode); 410,000 compounds, 1.6% hits; Potency, µM (series often up to 38.3 µM), for the others: at the highest dose activity change, negative = inhibition, actives largely listed as inhibitors; HEK293 GLP-1R CRE-luciferase, luminescence, 24 h; GLP-1R form is constitutively active; AID 624417, 2012; Glucagon-like peptide 1 receptor (Homo sapiens), P43220; further: potency means the concentration at half of the fitted maximal effect; on the % scale 0 is the no-effect control and ±100 the full control effect; nearly all actives have a fitted effect of over 55% in size
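Inverse agonists were sought by their lowering of basal cAMP reporter luciferase output in HEK293 cells stably carrying constitutively active human GLP-1R, after 24 h compound treatment.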
FUS yeast rescue = qHTS for Suppressors of FUS Proteinopathy: Primary screen using FUS-linked yeast assay; S. cerevisiae FUS-expressing, growth rescue, OD600, 24 h; Potency, µM (top dose mostly 76.6 µM), for the others: top-dose growth rescue (activation), most hits filed as activators; 390,000 compounds, 0.24% hits;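 further: potency means the concentration at half of the fitted maximal effect; plate controls were DMSO vehicle for no effect and reference control for full effect; nearly all actives have a fitted effect of over 55% in size; some results filed as inactive show a strong effect at the top dose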
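Galactose (2%) drives FUS expression in yeast precultured in raffinose; seeding density OD 0.005. Test compounds incubated 24hr at 30C and 99% humidity before absorbance at 600 nm was measured.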
Abeta yeast res = qHTS for compounds that reverse cellular toxicity of Amyloid beta (A-beta) peptide in yeast: Primary Screen | Potency, µM (titrated, usually from 46.1 µM), without a hit: at the highest dose growth rescue, hits mostly activators | yeast expressing A-beta42, growth rescue, OD600, 48 h; response scale: 0% DMSO, 100% iron-clioquinol control | AID 1347071, 2019 | 410,000 compounds, 0.063% hits; further: potency means the concentration at half of the fitted maximal effect; nearly all actives have a fitted effect of over 55% in size
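Yeast A-beta toxicity model in growth medium with pinned compounds, 48 h at 30 C; growth read as absorbance at 600 nm. Normalized to FeCl3/clioquinol equimolar mix (positive) and DMSO (negative).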
aSyn yeast inh = qHTS of alpha-syn Inhibitors. Yeast expressing alpha-synuclein, growth rescue, BacTiter-Glo, 24 h. 370,000 compounds, 0.14% hits. AID 652106, 2013. Potency, µM (doses to about 46.1 µM), without a hit: at the highest dose growth rescue (activation), actives largely listed as activators; further: potency means the concentration at half of the fitted maximal effect; % of control where 0% means no effect; nearly all actives have a fitted effect of over 65% in size
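Readout is rescue of growth in alpha-synuclein-expressing yeast, so inhibitors of toxicity appear as activators. Growth after 24 hr at 30 deg C in galactose medium is quantified by luminescence.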
PTHR1 ag = qHTS for PTHR1 Agonists: Primary Screen; Parathyroid hormone/parathyroid hormone-related peptide receptor (Homo sapiens), Q03431; 410,000 compounds, 0.075% hits; Potency, µM (series often up to 115 µM), without a hit: at the top dose activation, actives largely listed as activators; AID 743266, 2014; HEK293 GP2 PTHR1 cells, GloSensor cAMP luminescence, 1 h; further: potency means the concentration at half of the fitted maximal effect; nearly all actives have a fitted effect of over 55% in size; some results filed as inactive show a strong effect at the top dose; inactives centre near -15; many of its hits are not listed in these tables
Target sequence (Q03431 whole entry, looked up): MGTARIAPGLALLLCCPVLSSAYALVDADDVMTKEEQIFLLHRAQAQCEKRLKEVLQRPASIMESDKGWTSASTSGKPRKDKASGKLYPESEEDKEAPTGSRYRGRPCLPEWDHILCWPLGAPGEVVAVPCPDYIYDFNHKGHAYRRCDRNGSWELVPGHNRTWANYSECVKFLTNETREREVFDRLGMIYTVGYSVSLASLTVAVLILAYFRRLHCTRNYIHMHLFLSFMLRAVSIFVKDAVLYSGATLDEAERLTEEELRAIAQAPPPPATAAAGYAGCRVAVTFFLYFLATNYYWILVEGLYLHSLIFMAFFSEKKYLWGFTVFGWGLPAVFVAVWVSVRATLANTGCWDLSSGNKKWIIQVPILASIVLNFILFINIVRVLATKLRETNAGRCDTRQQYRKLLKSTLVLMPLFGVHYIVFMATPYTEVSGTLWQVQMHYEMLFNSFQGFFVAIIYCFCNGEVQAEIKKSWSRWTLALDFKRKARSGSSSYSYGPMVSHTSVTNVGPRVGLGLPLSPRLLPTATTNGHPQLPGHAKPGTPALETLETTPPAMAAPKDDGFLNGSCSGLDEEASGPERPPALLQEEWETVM
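HEK-293-derived GP2 cells expressing PTHR1 and a GloSensor cAMP reporter, 3,000/well, plated overnight, given luciferin plus IBMX (each 0.5 mM as added) for 1 h at 37 °C, then compound for 1 h at 37 °C. Luminescence was read after 15 min at room temperature.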
TDP-43 yeast inh = qHTS of TDP-43 Inhibitors | TDP-43 expressing yeast growth rescue, BacTiter-Glo, 24 h | Potency, µM (titrated, usually from 46.1 µM), for the others: at the top dose growth rescue (activation), actives largely listed as activators | 410,000 compounds, 1.8% hits | AID 652104, 2013; further: potency means the concentration at half of the fitted maximal effect; % of control where 0% means no effect; nearly all actives have a fitted effect of over 50% in size
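Luminescence from BacTiter-Glo reports growth of TDP-43-expressing yeast after 24 hr at 30 deg C with compound. Cells were raffinose-pregrown to mid-log, then seeded in galactose medium at OD600=0.02.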
DRD3 antagonist = qHTS of D3 Dopamine Receptor Antagonist: qHTS. D(3) dopamine receptor (Homo sapiens), P35462. D3R cells, DiscoveRx beta-arrestin luminescence, antagonist mode; stronger effect = lower value. max response, negative = inhibition, %. 360,000 compounds, 2.5% hits; in the data active means max response below about -50%; inconclusive means no clear call, values can overlap the other calls; further: on the % scale 0 is the no-effect control and ±100 the full control effect; mostly tested at two doses, the higher about 12 µM
Target sequence (P35462 whole entry, looked up): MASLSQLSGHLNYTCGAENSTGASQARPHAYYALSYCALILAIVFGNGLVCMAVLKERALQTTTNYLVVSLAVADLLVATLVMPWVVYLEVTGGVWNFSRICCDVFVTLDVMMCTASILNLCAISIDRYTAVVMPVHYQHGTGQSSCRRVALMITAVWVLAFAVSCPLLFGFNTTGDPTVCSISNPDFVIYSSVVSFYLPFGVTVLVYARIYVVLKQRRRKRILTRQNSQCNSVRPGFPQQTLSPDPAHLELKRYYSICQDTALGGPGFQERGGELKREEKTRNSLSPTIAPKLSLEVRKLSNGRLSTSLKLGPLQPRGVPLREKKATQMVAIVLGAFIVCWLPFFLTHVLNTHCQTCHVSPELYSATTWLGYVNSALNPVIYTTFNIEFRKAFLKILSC
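Cells plated overnight at 1500 cells/well, then exposed to library compounds with dopamine controls for 90 minutes at 37 degrees C. DiscoveRx reagent added for 30–60 minutes at room temperature; luminescence read, quantitative HTS format.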
GLP-1R agonist = qHTS of GLP-1 Receptor Agonists; HEK293 GLP-1R CRE-luciferase, luminescence, 4-6 h; cells express a hypersensitive GLP-1R form; AID 624172, 2012; Potency, µM (top dose mostly 45.6 µM), for the others: at the top dose activation, actives largely listed as activators; 380,000 compounds, 0.007% hits; Glucagon-like peptide 1 receptor (Homo sapiens), P43220; further: potency means the concentration at half of the fitted maximal effect; % of control where 0% means no effect
Numbers without * were called inactive; i = inactive; ? = inconclusive; / = not tested or not shown; [ ] = remark or other dose. Unless noted, the call rests on the fitted dose curve; in most records, active means well fitted curve in the direction sought with a large enough effect; inconclusive means small, poorly fitted or top-dose-only effect, or another doubt; inactive means no such curve, though single readings can be large; an effect the other way counts as inactive or inconclusive. Not all compounds are listed; count on the stated rates, not on these rows.

| # | compound | Akt phos inh | GLP1R inv ag | FUS yeast rescue | Abeta yeast res | aSyn yeast inh | PTHR1 ag | TDP-43 yeast inh | DRD3 antagonist | GLP-1R agonist |
| --- | --- | --- | --- | --- | --- | --- | --- | --- | --- | --- |
| 1 | CCN1CCN(C(=O)c2cc3c(=O)n(C)c4ccccc4c3n2C)CC1 | i | 3% | 21% | 7% | 1% | -57%[inhibitor] | 2% | 8 | -4% |
| 2 | CC(C)c1nn2c(=O)cc(COC(=O)c3ccccc3NC(=O)c3cccs3)nc2s1 | / | 13% | -15% | -10% | / | i | 18% | / | / |
| 3 | CCn1cc(C2N3CC4(CC)CN2CC(CC)(C3)C4=O)c2ccccc21 (stereo unspecified) | / | ? | -10% | -12% | / | i | 16% | / | / |
| 4 | CC(=O)Nc1cccc(OCCCNC(=O)c2ccc(F)cc2)c1 | i | -5% | -13% | -2% | -1% | i | 8% | 7 | 10% |
| 5 | COc1ccc(N2CC(C(=O)Nc3ccncc3)CC2=O)cc1 (stereo unspecified) | i | 3% | 5% | 9% | 0% | i | -5% | 17 | 5% |
| 6 | NC(=O)C1(N2CCCCC2)CCN(S(=O)(=O)c2ccccc2)CC1 | i | 9% | -11% | 0% | -5% | -14% | 10% | 12 | -2% |
| 7 | Cc1ccc(-c2nnc(N3CCN(C(=O)c4cccs4)CC3)c3ccccc23)cc1 | i | 7% | 23% | -7% | 0% | -38%[inhibitor] | -9% | -3 | -1% |
| 8 | O=C(CSc1cccc[n+]1[O-])c1ccc(Cl)cc1 | i | ? | -20% | 1% | ? | -7% | 29% | -4 | -1% |
| 9 | O=C(CN1C(=O)C(=O)N(C2CCCC2)C1=O)Nc1cc(Cl)ccc1[N+](=O)[O-] | i | -2% | / | -5% | -2% | -12% | -11% | -12 | -7% |
| 10 | CS(=O)(=O)c1ccc(C(=O)OCC(=O)c2ccc(Cl)s2)cc1 | i | 6% | 0% | -7% | 1% | -30% | -9% | 6 | 6% |
| 11 | Cc1ccccc1-n1nc(CO)c(C(=O)NCc2cccnc2)n1 | / | 2% | 6% | 0% | / | i | 16% | / | / |
| 12 | CC(=O)Nc1sc(C)c(C)c1C(=O)OCC(=O)NCc1ccc(F)cc1 | i | -3% | -22% | 16% | -1% | -5% | 14% | 0 | 2% |
| 13 | O=C(CN1CCCC1)NC1C2CC3CC(C2)CC1C3 (stereo unspecified) | i | 1% | 8% | 14% | 2% | -4%[57.5 µM] | -3% | ? | -6% |
| 14 | CCOC(=O)C1=C(C)N(C)C(C)=C(C(=O)OCC)C1c1ccccc1 | i | -26% | 15% | -7% | 0% | -48%[inhibitor][57.5 µM] | 0% | 11 | -1% |
| 15 | CCc1ccc(C(=O)Nc2cccc(-c3nc4cc(C(C)C)ccc4o3)c2)cc1 | / | 11% | -25% | -10% | -7% | -24% | 21% | / | -1% |
| 16 | CCOC(=O)[C@]12CCC=C1N(Cc1ccc3c(c1)OCO3)C(=O)[C@H](CC(=O)N1CCCCC1)C2 | i | -8% | 20% | 3% | 2% | -21% | 0% | 20 | 5% |
| 17 | CCc1nn(CC(=O)NCCCN2CCOCC2)c(=O)c2cc3c(OC)cccc3n12 | i | 10% | 24% | -3% | 0% | 1% | -10% | -3 | -3% |
| 18 | CN(C)c1ccc(C=Nc2ccccc2C(N)=O)cc1 | i | -44% | 16% | -5% | -12% | -85%[inhibitor][57.5 µM] | 11µM* | -11 | -20% |
| 19 | COc1ccccc1N1C(=O)CCC1(C#N)c1ccc(Br)cc1 (stereo unspecified) | i | -15% | 8% | 2% | 0% | -5%[57.5 µM] | 5% | -14 | -2% |
| 20 | COc1ccc(C(O)C(CC(=O)NCCCOC(C)C)C(=O)NCCCOC(C)C)cc1OC (stereo unspecified) | i | 15% | -22% | 29% | 4% | i | 5% | 3 | -3% |
| 21 | COCCCn1c(=O)c2sccc2n2c(CCCC(=O)NCc3ccc(OC)cc3)nnc12 | i | 6% | -7% | -2% | 3% | i | -25% | 3 | 0% |
| 22 | NC(=O)C1CCCN(Cc2c(C(=O)N3CCc4ccccc4C3)nc3ccc(Cl)cn23)C1 (stereo unspecified) | i | 4% | 6% | 2% | 0% | -15% | -14% | -7 | -1% |
| 23 | Cc1cc(=O)n2c(n1)OC(CO)C2 (stereo unspecified) | i | 2% | -13% | -5% | -4% | -9%[57.5 µM] | -18% | 19 | 5% |
| 24 | CCC(CC)COC(=O)C1=C(C)NC(=O)NC1c1ccccc1Br (stereo unspecified) | i | ? | 10% | -4% | 8% | -26% | -16% | -11 | 0% |
| 25 | CC(C)CCn1c(=O)c2ccccc2n2c(CCC(=O)NCC3CCCO3)nnc12 (stereo unspecified) | i | 3% | 7% | 5% | -1% | i | 8% | 30 | 0% |
| 26 | Cc1cc(=O)oc2cc(OCC(=O)Nc3nnc(C4CC4)s3)ccc12 | i | 6% | 16% | -15% | -3% | 27% | 0% | 4 | 5% |
| 27 | N#Cc1ccsc1NC(=O)c1cccc([N+](=O)[O-])c1 | i | 1% | 26% | -12% | 0% | -3% | -15% | ? | 0% |
| 28 | Cc1ccc(NC(=O)CSc2ncn(-c3ccccc3)n2)cc1C | i | 0% | 12% | -5% | 2% | 16%[57.5 µM] | 24% | -21 | ? |
| 29 | CC(=O)c1ccc(NC(=O)C(Cc2ccccc2)NC(=O)c2ccco2)cc1 (stereo unspecified) | i | 16% | 29% | 10% | 4% | i | 5% | 6 | 4% |
| 30 | CCOCCCn1c(=S)[nH]c2cc(C(=O)N3CCN(c4ccccc4)CC3)ccc2c1=O | i | -7% | 22% | 8% | -2% | -26% | -7% | 4 | -1% |
| 31 | COc1ccc(-c2csc(NC(=O)CSc3ncn[nH]3)n2)cc1OC | i | 60%[activator][7.66 µM] | 17% | 0% | -14% | ? | -18% | -5 | 1% |
| 32 | CCOC(=O)N1CCN(C(=O)/C(=C/c2ccc(OC)c(OC)c2)NC(=O)c2ccccc2)CC1 | i | 0% | 17% | -9% | -5% | i | 9% | 13 | 7% |
| 33 | CN(Cc1c(F)cccc1Cl)C(=O)c1ccc(NC(=O)CC2SC(N3CCCC3)=NC2=O)cc1 (stereo unspecified) | i | -13% | 21% | -2% | -4% | i | 14% | 4 | 1% |
| 34 | CN(c1ccc(O)cc1)c1nc(-c2cccs2)cs1 | i | ? | ? | -39% | -26% | -32%[inhibitor] | -38% | 15 | 5% |
| 35 | Cc1[nH]nc(N2CCCCC2)c1[N+](=O)[O-] | i | 12% | -5% | 5% | 2% | i | 11% | 7 | 1% |
| 36 | CC[C@]12c3[nH]c4ccc(OC)cc4c3CCN1C(=O)C(CC(=O)NC/C=C(\C)CCC=C(C)C)C[C@@H]2C(=O)N1CCN(C(=O)c2ccco2)CC1 (stereo partly specified) | i | ? | ? | 0% | 9% | -26% | 6% | -5 | 9% |
| 37 | O=C(OCn1nnc2ccccc2c1=O)c1cccnc1 | i | 0% | 21% | 8% | -2% | i | ? | -1 | -5% |
| 38 | Cc1ccc(C)c(N2CC(C(=O)Nc3cc(C)on3)CC2=O)c1 (stereo unspecified) | i | 8% | 14% | 11% | -6% | i | -9% | 13 | 2% |
| 39 | CCN(CC)C(=O)C1=C(C)N(CCCOC)C(=O)C(CC(=O)NCCc2ccccn2)C1 (stereo unspecified) | i | 16% | -21% | 0% | -1% | 0% | 24% | 22 | -1% |
| 40 | CN(CC(=O)NCc1ccccn1)S(=O)(=O)c1cc(Cl)ccc1Cl | i | 13% | 25% | 7% | -3% | 4% | -12% | -23 | 2% |
| 41 | CC(=O)c1c(C)[nH]c(C(=O)OCC(=O)N(Cc2ccccc2)C(C)(C)C)c1C | i | ? | 47% | 12% | -1% | -5% | 4% | 4 | 2% |
| 42 | O=C(Nc1ccc(N2CCOCC2)c(Cl)c1)c1cccnc1 | i | 13% | -7% | 1% | 1% | -13% | 29% | -5 | 16% |
| 43 | c1ccc(-c2ccc(-n3ccnc3)cc2)cc1 | i | 86%[activator] | 26% | -5% | 7% | i | -18% | -20 | 19% |
| 44 | O=C(CCc1ccccc1)c1nnc(-c2ccccc2)o1 | i | -17% | 10% | -2% | -2% | ? | -17%[1.82 µM] | -20 | 14% |
| 45 | Cc1ccc(NC(=S)c2nc3ccccc3s2)cc1 | i | ? | -5% | 11% | -2% | -20% | -6% | 67 | -30% |
| 46 | O=C(CSc1nnc(-c2ccco2)n1-c1ccccc1)NCC1CCCO1 (stereo unspecified) | i | 11% | / | -2% | 1% | -21% | -15% | -3 | 1% |
| 47 | CN(C)c1c([N+](=O)[O-])cc2[nH]c(=O)[nH]c2c1[N+](=O)[O-] | i | 143%[activator] | 14% | 9% | -4% | i | -17% | -69* | 19% |
| 48 | CC12CCC(C/C1=N/O)C2(C)C (stereo unspecified) | i | 7% | -21% | -4% | 1% | -24% | 4% | 4 | 13% |
| 49 | O=C(CN1CCN(Cc2ccc(Cl)cc2)C1=O)NCCN1CCCC1 | i | -12% | -4% | 6% | 1% | -22% | 0% | -28 | 3% |
| 50 | CC(NC(=O)CCSCCC(=O)NC(C)c1ccccc1)c1ccccc1 (stereo unspecified) | i | 2% | / | 30% | 7% | i | 24% | 1 | -2% |
| 51 | Cc1nn(Cc2ccc(Cl)cc2)c(Cl)c1/C=N/NC(=O)c1cccnc1 | i | ? | 15% | 15% | 13% | -23% | -8%[9.22 µM] | 1 | 20% |
| 52 | COc1ccc(C(=O)CCC(=O)Nc2cccnc2)cc1OC | i | 30% | 0% | 11% | 4% | i | 5% | 1 | 12% |
